# MgcRacGAP inhibition = MgcRacGAP GTPase-activating activity inhibitors, confirmation, biochemical, ADP Hunter fluorescence; MgcRacGAP-stimulated Rac1 GTP hydrolysis, ADP Hunter fluorescence; higher % means a stronger effect; GST-tagged Rac1 F28L mutant substrate; AID 624330; 340,000 compounds, 0.6% hits; inhibition, % at 30 µM, or IC50 in µM where a hit was titrated;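 active means first-screen hits whose inhibition reached a set limit at any dose in the follow-up dose series; inconclusive means inhibition above the set first-screen limit but never retested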;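 further: fluorescence reports GDP produced by GAP-driven GTP hydrolysis; strong numbers were not always called active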
# T cell modulator = T cell immune modulation candidate. 2C CD8+ T cell-vesicle binding, flow cytometry; stronger effect = lower value. calls only at 7 µM. 330,000 compounds, 0.068% hits;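 active means response, share of CD8 T cells binding vesicles, and their 90th percentile fluorescence all below set limits, cut at about 80% in these data, passing the limit was not always enough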
#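 material = purified 2C TCR transgenic mouse naive CD8+ T cells | controls = Unloaded micro-vesicles (low), QL9 vesicles with 0.7% DMSO (high) | detection = cytometric PE anti-B7-1 and Alexa647 anti-CD8 signals after 1% paraformaldehyde fixation | incubation = binding step 1.5 h, 37 °C, antibody labelling 20 min, ice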
# K1F lysis inhibition = inhibition of K1F phage lysis, E. coli UTI89, bacterial capsule biogenesis inhibitors, alamar blue (AID 488966). E. coli UTI89 K1F phage lysis, alamar blue, 2 h; higher % means a stronger effect. inhibition, % at 100 µM, or IC50 in µM where a hit was titrated. 340,000 compounds, 0.02% hits;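 active means phage lysis inhibition, versus mean bacterial control, above a set limit; inconclusive means no clear call, values can overlap the other calls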;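 further: capsule biogenesis inhibitors block K1F phage lysis so surviving cells raise fluorescence; higher fluorescence means more inhibition of phage lysis; actives were called in the ten point dose series up to 300 µM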
# NTR1 agonist = agonists of NTR1, primary screen, imaging, U2OS cells, beta-arrestin-GFP, high content (AID 493036) | NTR1-U2OS beta-arrestin-GFP spot imaging, agonist mode | activation, % at 20 µM | 330,000 compounds, 0.17% hits;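 active means activation at or above 40% of the spot to cytoplasm intensity ratio, with at least 20 cells analyzed; inconclusive means wells under 20 cells, flagged as cytotoxic or low count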;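 further: 0% = DMSO without peptide and 100% = 100 nM NTR1 peptide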
# Target sequence (P30989 whole entry, looked up): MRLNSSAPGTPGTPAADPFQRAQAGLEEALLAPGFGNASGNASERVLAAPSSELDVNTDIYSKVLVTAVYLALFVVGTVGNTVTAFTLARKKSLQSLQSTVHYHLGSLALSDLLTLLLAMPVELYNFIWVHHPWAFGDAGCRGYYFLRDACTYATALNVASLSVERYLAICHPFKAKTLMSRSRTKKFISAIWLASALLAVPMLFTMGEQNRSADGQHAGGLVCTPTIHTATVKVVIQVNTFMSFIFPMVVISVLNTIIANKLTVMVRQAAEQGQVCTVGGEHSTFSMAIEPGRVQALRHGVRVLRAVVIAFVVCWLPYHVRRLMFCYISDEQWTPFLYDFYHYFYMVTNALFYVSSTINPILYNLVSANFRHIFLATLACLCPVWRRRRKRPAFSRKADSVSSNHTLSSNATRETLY
# NS5 inhibitors = flavivirus cap methylation enzyme inhibition – biochemical, confirmation dose response, primary screen (AID 588689). Dengue-2 NS5 methyltransferase capping enzyme assay, biochemical; higher % means a stronger effect. inhibition, % at 25 µM; hits with a dose series show IC50 in µM. 340,000 compounds, 0.3% hits; in the data active means a potency from the dose series; inconclusive means inhibition above about 29% without an active follow-up result
# RSV antiviral HEp-2 = RSV antiviral activity via CPE protection, HEp-2 cells, primary 10 µM value included (AID 2391) | HEp-2 cells, RSV-induced CPE inhibition; higher % means a stronger effect | 310,000 compounds, 0.13% hits | CPE inhibition, % at 10 µM, or IC50 in µM where a hit was titrated; in the data active means a potency from the dose series; inconclusive means CPE inhibition mostly from about 23% at the one dose, without a potency; inactive means the rest, 99 in 100 with CPE inhibition below about 21%; further: strong numbers were not always called active
# West Nile virus CPE = inhibition of WNV-induced cytopathic effect – cell-based, CPE readout (AID 1621); West Nile virus-infected cells, CPE inhibition; higher % means a stronger effect; one-dose CPE inhibition, % at 10 µM; IC50 in µM for titrated hits; 290,000 compounds, 0.02% hits; in the data active means a potency from the dose series; inconclusive means CPE inhibition mostly from about 3.7% at the one dose, without a potency; inactive means the rest, 99 in 100 with CPE inhibition below about 2.2%; further: strong numbers were not always called active
# Large T inhibition = TAg ATPase/helicase activity blockers – biochemical (AID 1903); inhibition, % at 20 µM, or IC50 in µM where a hit was titrated; SV40 large T antigen ATPase/helicase inhibition assay; higher % means a stronger effect; 310,000 compounds, 0.39% hits; in the data active means a potency from the dose series; inconclusive means inhibition mostly from about 32% at the one dose, without a potency; inactive means the rest, 99 in 100 with inhibition below about 32%; further: strong numbers were not always called active
# PhoP inhibition = inhibitors of PhoP regulon expression, primary screen, Salmonella Typhimurium, GFP reporter (AID 1863); S. Typhimurium PhoP-regulated promoter GFP reporter, 4 h; higher % means a stronger effect; inhibition, % at 50 µM; hits with a dose series show IC50 in µM; 300,000 compounds, 0.16% hits;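 active means inhibition over 29.93%, a cutoff 3 SD above the screen mean, later confirmed by dose response; inconclusive means inhibition over 29.93% but no dose response follow-up; inactive means inhibition at most 29.93% or unconfirmed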;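 further: 0% = low Mg2+ inducing control and 100% = high Mg2+ repressing control; strong numbers were not always called active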
# T cell modulator vesicle-bound % = recorded beside T cell modulator, whose call it bears; double positive events, %; measured here: CD8+ vesicle-bound cell fraction;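 binding gate set so that unloaded-vesicle control wells show 10% double positive cells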
# NTR1 agonist cell count 20 µM = further read-out of NTR1 agonist, marked with its call; cell count; measured here: cell count, cytotoxicity flag
# Starred values were filed as active, the others as inactive; i = inactive; ? = inconclusive; . = not tested or not shown; & = joins results of further samples; [ ] = remark or other dose.
SMILES,MgcRacGAP inhibition,T cell modulator,T cell modulator vesicle-bound %,K1F lysis inhibition,NTR1 agonist,NTR1 agonist cell count 20 µM,NS5 inhibitors,RSV antiviral HEp-2,West Nile virus CPE,Large T inhibition,PhoP inhibition
CCOC(=O)C1CCCN(C(=O)c2ccc3c(=O)n(Cc4ccccc4OC)c(=S)[nH]c3c2)C1 (centres undefined),3.0%,i,38.8,0.6%,0.0,51,-5.9%,1.3%,-0.2%,10.2%,-1.6%
c1ccc2[nH]c(NCCCN3CCOCC3)nc2c1,4.8%,i,42.2,5.4%,0.2,60,-1.1%,2.0%,0.8%,12.9%,-4.5%
CCc1ccc(CN(C)C(=O)C2CCC(=O)N(Cc3cccc(OC)c3)C2)nc1 (centres undefined),8.7%,i,2.9,0.3%,-0.9,63,-3.2%,0.4%,-0.5%,7.3%,-3.5%
COc1ccccc1OCc1ccc(C(=O)NCC2CCCO2)o1 (centres undefined),2.8%,i,43.7,0.9%,-0.9,76,-9.6%,3.1%,-0.2%,-5.7%,-1.5%
Cc1n[nH]c(=O)nc1N1CCN(c2ccccc2)CC1,15.6%,i,21.7,0.5%,1.5,44,-2.1%,0.5%,0.0%,0.0%,1.7%
Cc1nc2c(Br)cc(Br)cc2cc1O,2.0%,i,56.9,-5.1%,-3.5,83,-2.9%,12.8%,-0.2%,-2.7%,-4.2%
Cc1ccc(-c2[nH]ncc2/C=N/n2c(C)nc3ccccc3c2=O)cc1,-1.6%,i,43.4,-0.1%,5.9,42,-8.4%,4.5%,1.9%,6.1%,-7.9%
Oc1ccc2ccccc2c1C=Nc1cc(C(F)(F)F)ccc1N1CCCC1,11.5%,i,59.3,0.1%,6.2,53,-0.5%,4.8%,0.1%,5.3%,-6.5%
Cc1ccc(NC(=O)C(C)SCc2nc3sc(C)c(C)c3c(=O)[nH]2)nc1 (centres undefined),6.7%,i,26.3,0.8%[50 µM],0.3,66,0.0%,1.1%,.,16.2%,4.3%
Nn1c(C2COc3ccccc3O2)n[nH]c1=S (centres undefined),4.1%,i,45.2,1.3%[50 µM],-0.6,68,-10.6%,-1.3%,1.2%,29.6%,-8.4%
CC(=O)N1c2ccc(S(=O)(=O)NCC3CCC(C(=O)NC4CCC(C)CC4)CC3)cc2CC1C (centres undefined),13.1%,i,32.8,0.1%,-0.6,64,2.7%,3.0%,-0.4%,9.7%,-8.1%
O=C(O)c1cc([N+](=O)[O-])c(NCCC2=CCCCC2)c([N+](=O)[O-])c1,15.4%,i,32.4,-0.2%,-0.6,23,72.8µM*,16.1%,-0.8%,12.4%,-2.2%
CCOC(=O)c1cnn(-c2ccc([N+](=O)[O-])cc2)c1N,9.8%,i,41.4,1.0%,0.1,46,-2.4%,3.4%,-0.2%,2.1%,-2.3%
CCCOc1ccc(/C=N/Nc2cccc([N+](=O)[O-])c2)c(O)c1,5.1%,i,24.5,1.0%[50 µM],37.6,68,-1.9%,18.3%,-2.3%,8.4%,-5.2%
O=c1oc2ccccc2c(Nc2cccc3ccccc23)c1[N+](=O)[O-],4.9%,i,37.9,-0.3%,-3.3,94,13.5%,9.6%,-0.5%,3.8%,-0.7%
COC(=O)C1=C(C)NC(C)=C(C(=O)OC)C1c1ccc(OC(=O)c2oc3ccccc3c2C)c(OC)c1,9.3%,i,55.1,0.1%,0.8,84,-3.6%,2.4%,-1.0%,-0.9%,11.3%
COc1ccc(Cc2nc3ccccc3[nH]c2=O)cc1,10.8%,i,39.5,0.1%,-1.2,42,-10.6%,0.9%,-1.2%,1.9%,7.1%
CC(=O)Cc1nsc(NC(=O)c2ccc(COc3ccccc3C)o2)n1,7.3%,i,7.4,-0.2%,0.7,50,-4.0%,2.3%,0.1%,4.5%,2.3%
CCN1CCN(C(=O)CS(=O)(=O)Cc2nc(-c3ccccc3C)oc2C)CC1,12.2%,i,9.2,4.1%,-0.2,66,-0.9%,0.0%,0.0%,25.2%,-3.4%
O=C(COC(=O)/C=C/c1ccc(Cl)cc1Cl)NCc1ccco1,2.1%,i,27.3,0.2%,2.7,49,-0.8%,-0.3%,0.0%,13.3%,-1.9%
COc1ccc(NC(=S)N2CCC(C(=O)N3CCCCCC3)CC2)cc1,0.3%,i,33.0,-0.2%,0.3,42,3.4%,6.9%,0.4%,4.3%,-3.1%
COc1ccc(OC)c2[nH]c(=O)c(CCNC(=O)c3ccc(S(=O)(=O)N4CCCC4)cc3)cc12,6.6%,i,33.2,4.0%[50 µM],2.0,55,-5.5%,1.9%,.,19.2%,-1.6%
Cc1cccnc1NC(=O)c1ccc(COc2ccccc2)o1,5.1%,i,21.2,0.7%[50 µM],-0.7,50,-5.5%,1.8%,0.5%,13.9%,-1.2%
CCOC(=O)Cn1c(=O)oc2cc(S(=O)(=O)Nc3ccc(F)cc3)ccc21,0.6%,i,36.3,0.2%,1.5,66,1.4%,0.5%,-0.1%,1.6%,-5.5%
CCc1ccccc1C1C(=O)c2ccccc2C1=O,-17.7%,i,24.6,-2.1%,0.0,46,0.0%,1.6%,.,12.8%,.
Cc1ccc2cccc(Oc3ncnc4scc(-c5ccc(Cl)cc5)c34)c2n1,6.3%,i,49.9,1.7%[50 µM],7.0,62,-5.1%,9.7%,-0.7%,25.5%,19.6%
O=C(CN1C(=O)C2C3C=CC(C3)C2C1=O)Nc1cccc(S(=O)(=O)N2CCCC2)c1 (centres undefined),7.3%,i,28.6,4.0%,-0.3,37,-11.8%,0.9%,-0.3%,4.8%,-11.1%
O=S(=O)(Nc1cc(Cl)cc(Cl)c1)N1CCOCC1,3.5%,i,62.7,1.3%[50 µM],-0.4,62,-1.3%,0.0%,-0.2%,1.2%,15.7%
Cc1cc2c(n1-c1ccc(Cl)cc1)CC(C)(C)CC2=O,-0.1%,i,60.1,2.8%,0.1,79,-3.4%,-0.8%,0.3%,4.8%,0.8%
Cc1cc(NC(=O)c2sc3ccccc3c2O)no1,75.2µM*,i,65.6,-0.1%,-0.2,53,-4.5%,0.3%,-0.8%,33.1%,2.6%
Cc1ccc(/C=N/NC(=O)CN2CCN(Cc3ccccc3)CC2)o1,11.8%,i,21.2,-0.2%,0.1,36,-10.9%,0.3%,0.2%,16.4%,5.0%
Cc1ccc(OCc2nnc(SCc3cc(=O)[nH]c4ccccc34)n2-c2ccccc2)cc1,5.2%,i,52.5,-1.0%[50 µM],0.2,57,0.7%,10.1%,-1.6%,6.5%,3.5%
COc1ccc(C(=O)c2c3ccccc3[n+]([O-])n2CCC(N)=O)cc1,0.1%,i,24.3,0.1%,0.2,52,3.2%,0.4%,.,1.8%,.
O=C(NCCCN1CCOCC1)C(=O)NCC1CCCO1 (centres undefined),7.5%,i,40.5,2.7%,-2.7,45,-4.4%,0.2%,0.3%,5.0%,-0.2%
O=c1cc(CSc2nnc(-c3cccnc3)n2-c2ccccc2F)nc2sccn12,10.5%,i,26.8,0.1%,-0.3,46,6.9%,0.2%,0.1%,-5.9%,-6.0%
COC(=O)c1oc2ccc(Br)cc2c1-n1cccc1,-0.5%,i,13.8,5.3%,-1.2,42,-6.9%,0.9%,0.6%,12.1%,-6.7%
Cc1ccc(P(=Nc2ccccc2)(N2CCOCC2)N2CCOCC2)o1,3.4%,i,43.4,0.6%,0.2,58,-4.8%,0.2%,-0.2%,4.9%,13.6%
CC(C)c1cccc(C(C)C)c1NC(=O)COC(=O)[C@H](C)NC(N)=O,11.7%,i,18.0,0.4%,-0.3,63,-2.3%,0.1%,0.7%,5.0%,-4.8%
CC1COC(=O)C(NNc2ccc(Cl)c(Cl)c2)=N1 (centres undefined),-3.3%,i,45.7,6.7%,-0.1,31,-10.3%,-1.6%,0.6%,8.5%,-4.9%
Fc1ccc(N/N=C2/CC(c3ccccc3)Oc3ccccc32)c(F)c1 (centres undefined),7.8%,i,44.2,5.2%,-1.7,45,-4.4%,5.3%,-0.8%,6.7%,1.4%
Cc1nnc(NCc2ccco2)s1,4.9%,i,31.9,0.2%,-1.2,76,-3.3%,0.7%,0.0%,14.4%,0.5%
COCCN(CC(=O)Nc1cccc(S(=O)(=O)N2CCCC2)c1)Cc1nc2ccccc2c(=O)[nH]1,6.1%,.,.,1.1%[50 µM],1.6,61,6.5%,.,.,.,.
Cc1ccc(C(=O)CSc2ncnc3sc4c(c23)CCC(C)C4)cc1 (centres undefined),8.1%,.,.,-0.1%,.,.,3.1%,.,-0.8%,11.0%,2.2%
COc1cc(-c2nc3ccccc3nc2-c2ccc(O)c(OC)c2)ccc1O,?,i,57.4,0.1%,0.4,74,-6.1%,2.3%,0.7%,29.0%,1.8%
COC(=O)c1nn(Cc2ccccc2)c(=O)c2ccccc12,6.6%,i,13.8,0.2%,1.2,52,-10.9%,1.9%,-0.7%,7.5%,-3.6%
CC(C)CNC(=O)NC(=O)COC(=O)c1cc(F)cc(F)c1,2.4%,i,51.6,2.1%,1.6,115,-0.4%,1.8%,0.5%,2.5%,-6.8%
COCCCC/C(=N\OCCN)c1ccc(C(F)(F)F)cc1,2.3%&4.1%&6.4%&-8.3%&-0.1%,i,35.0&30.1&27.5&23.5,?,-0.9&1.2&8.6&-2.3,84&64&58&62,-6.7%&-3.7%&-1.5%&-9.7%&-5.2%,-2.2%&-2.0%&-2.1%&-2.2%,-0.3%&-0.7%&-0.6%,1.9%&3.4%&1.5%&0.9%&4.2%,-1.0%&4.7%&-2.3%&-4.3%&-1.4%
O=C(NC(=S)NC1CCC(O)CC1)c1ccco1 (centres undefined),6.7%,i,44.8,0.8%[50 µM],-1.8,58,-2.3%,.,.,.,.
Brc1ccc(-c2csc3ncnc(-n4nnc5ccccc54)c23)cc1,0.1%,i,44.7,0.1%[50 µM],4.9,72,-8.4%,14.8%,0.0%,3.5%,13.1%
COc1ccc(-n2nc(C(=O)NCC(=O)NCC3COc4ccccc4O3)c3ccccc3c2=O)c(OC)c1 (centres undefined),-3.4%,i,38.4,0.9%,-0.2,62,-3.7%,1.0%,0.1%,9.8%,-2.4%
